# Compound activity: PubChem, several laboratories
# HTR5A ag: HTR5A agonism, opioid heterodimer counter-screen | P47898 | HTR5A agonist assay, luminescence, cell-based | activation, % at 9.3 µM | hit rate 0.61% among 340,000 | AID 504692; in the data active = activation mostly above about 9.5%, no sharp cut-off; inactive = mostly below about 7.6%;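 note: 0% = cells with vehicle only and 100% = reference agonist; strong numbers were not always called active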
# Target sequence (P47898 whole entry, looked up): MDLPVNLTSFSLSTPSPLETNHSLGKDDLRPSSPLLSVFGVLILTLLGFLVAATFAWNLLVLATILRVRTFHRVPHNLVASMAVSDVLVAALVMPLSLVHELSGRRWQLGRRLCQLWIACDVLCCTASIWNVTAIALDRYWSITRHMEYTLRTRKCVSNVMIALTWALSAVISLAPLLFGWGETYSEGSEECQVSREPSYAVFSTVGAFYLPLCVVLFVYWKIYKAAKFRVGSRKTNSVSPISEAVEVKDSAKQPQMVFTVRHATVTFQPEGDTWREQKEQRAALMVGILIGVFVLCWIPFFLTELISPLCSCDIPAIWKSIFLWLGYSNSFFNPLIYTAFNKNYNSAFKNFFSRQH
# Cardiac RTF inh: cardiac RTF calcium desensitization | P19429+P45379 | IANBD-labeled cardiac RTF, Ca2+ fluorescence | inhibition, % at 7.15 µM | hit rate 0.12% among 340,000 | AID 493244;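 active = inhibition above the mean inhibition of all tested compounds plus 3 SD, cut at about 17% in these data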;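 note: assay run at fixed EC70 calcium of 1.6 mM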
# V-ATPase pH: alters yeast V-ATPase proton transport; response, % at 10 µM; S. cerevisiae, pHLuorin cytosolic pH fluorescence; AID 504577; hit rate 0.37% among 350,000; in the data active = response mostly above about 7.3%, no sharp cut-off; inactive = mostly below about 5.4%; note: actives read high; inactives centre near 0; some compounds called inactive have numbers as strong as hits; reference of the scale not given here
# C-LANA FP: inhibitors of KSHV LANA C-terminal domain DNA binding | MBP-C-LANA/FAM-LBS DNA binding, fluorescence polarization | inhibition, % at 9 µM | hit rate 0.078% among 340,000;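 active = highest replicate inhibition at or above 60% at 9 µM, even if other replicates fall short; inactive = all replicates below 60% inhibition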;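 note: 0% = neutral control wells and 100% = 4 µM acridine orange control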
# MOR-DOR inv ag: inverse agonist of human OPRM1-OPRD1 heterodimerization; hit rate 0.21% among 340,000; cell-based MOR-DOR heterodimer luminescence, inverse agonism; AID 504357; P35372+P41143; inhibition, % at 9.3 µM; in the data active = inhibition above about 22%, passing the limit was not always enough;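 note: 0% = cells with DMSO and 100% = wells without cells with DMSO; values of inactives mirror those of a sister screen read the other way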
# CAL PDZ FP: inhibitors of human CAL PDZ peptide binding; inhibition, % at 24.9 µM; hit rate 0.92% among 300,000; purified CAL PDZ, TMR-peptide fluorescence polarization, 1 h;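 active = mean inhibition of at least 30% with at least half of replicates also reaching 30%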;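 note: 0% = DMSO neutral control and 100% = excess unlabeled competitor peptide PRC23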
# Keap1-Nrf2 PPI: disrupts human Keap1 binding to Nrf2 peptide. AID 504523. hit rate 0.15% among 340,000. Q14145. Keap1 Kelch-Nrf2 peptide fluorescence polarization, 1536-well. inhibition, % at 9.4 µM; in the data active = inhibition above about 12%;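 note: human Keap1 Kelch domain with fluorescein labeled Nrf2 9mer peptide probe; 0% = neutral control wells and 100% = peptide positive control; higher means more block of Keap1 binding to Nrf2 peptide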
# Target sequence (Q14145 whole entry, looked up, the tested form may be a part): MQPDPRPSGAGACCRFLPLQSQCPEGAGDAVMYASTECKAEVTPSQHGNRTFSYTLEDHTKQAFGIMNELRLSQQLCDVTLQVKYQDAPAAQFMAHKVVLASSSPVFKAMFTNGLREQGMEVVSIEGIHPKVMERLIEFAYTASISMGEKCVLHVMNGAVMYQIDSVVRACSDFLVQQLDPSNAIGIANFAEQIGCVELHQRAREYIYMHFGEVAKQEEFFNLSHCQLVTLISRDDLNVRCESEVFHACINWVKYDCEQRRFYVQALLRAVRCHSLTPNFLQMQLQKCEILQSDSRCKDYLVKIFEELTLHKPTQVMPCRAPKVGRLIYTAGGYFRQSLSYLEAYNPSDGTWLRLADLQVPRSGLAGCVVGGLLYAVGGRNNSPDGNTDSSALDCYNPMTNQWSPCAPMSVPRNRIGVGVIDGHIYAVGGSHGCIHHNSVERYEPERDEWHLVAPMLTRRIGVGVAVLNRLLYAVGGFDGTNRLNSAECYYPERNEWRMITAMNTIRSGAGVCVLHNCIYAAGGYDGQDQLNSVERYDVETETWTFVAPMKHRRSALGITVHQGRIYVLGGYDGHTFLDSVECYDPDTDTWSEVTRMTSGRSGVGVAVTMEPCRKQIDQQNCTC
# HTR5A inv ag: HTR5A inverse agonism, opioid heterodimer counter-screen; hit rate 0.083% among 340,000; inhibition, % at 9.3 µM; AID 504634; P47898; HTR5A cell line, luminescence; in the data active = inhibition mostly above about 23%, no sharp cut-off; inactive = mostly below about 18%;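 note: 0% = cells with DMSO and 100% = no-cell wells with DMSO; some compounds called inactive have numbers as strong as hits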
# cardiac RTF act: cardiac RTF calcium sensitization; P19429+P45379; IANBD-labeled TnC RTF fluorescence at EC20 calcium; 0% EC20 calcium, 100% full calcium; activation, % at 7.2 µM; hit rate 0.24% among 340,000; AID 493008;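 active = activation above the mean over all tested compounds plus 3 SD, cut at about 30% in these data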;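 note: rise in fluorescence read as greater calcium sensitivity of cardiac thin filaments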
# OPRM1-OPRD1 ag: OPRM1-OPRD1 heterodimerization agonism; activation, % at 9.3 µM; P35372+P41143; hit rate 0.3% among 340,000; cells, luminescence; in the data active = activation above about 18%;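 note: 0% = vehicle-treated cells and 100% = reference agonist; values of inactives mirror those of a sister screen read the other way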
# Active calls of the source: *; / = no result given.
SMILES,HTR5A ag,Cardiac RTF inh,V-ATPase pH,C-LANA FP,MOR-DOR inv ag,CAL PDZ FP,Keap1-Nrf2 PPI,HTR5A inv ag,cardiac RTF act,OPRM1-OPRD1 ag
COc1ccc(C(=O)c2c(C(F)(F)F)oc3c2C(=O)c2ccccc2C3=O)cc1OC,11,-3,10,0.9,-60,/,-3,-7,0,14
Clc1cccc(N2CCN(CCCN3CCN(c4ccccc4)CC3)CC2)c1,2,-5,-3,-1.1,-5,1,-3,-9,-2,1.2
COc1ccc2cc3cc(C(=O)N4CCN(c5ccccn5)CC4)oc3nc2c1,3,1,-3,0.4,5,-2,2,-10,-1,-0.9
O=C(C1CC(Cl)CN1S(=O)(=O)c1ccc(Cl)cc1)N1CCOCC1 (stereo not drawn),3,7,4,-1.2,10,3,-2,-7,4,-1.8
CCc1ccc(NCCC(=O)c2ccc(Br)cc2)cc1,2,1,15*,1.8,-2,-3,2,-12,-2,0.4
C=CCc1cc(/C=C2/NC(=O)N(CC)C2=O)cc(OCC)c1OCc1ccc(C(=O)O)cc1,-1,2,-4,-1.8,8,-4,0,-19,8,-1.5
Cc1cc(C)nc(Nc2n[nH]c(COc3ccc(Cl)cc3)n2)n1,2,-5,-1,1.2,-6,-3,4,-18,11,1.0
CCN1CCCC1CNC(=O)CCc1nnc(CCC2CCCCC2)o1 (stereo not drawn),1,0,1,-0.6,9,/,1,-28,4,-1.7
Cc1sc2ccccc2[n+]1CCC(C)S(=O)(=O)[O-] (stereo not drawn),-1,-16,-3,1.0,6,0,-9,5,-6,-1.2
C#CCOCCOCCOCCNc1nc(N2CCN(C(=O)Cn3cc(CCO)nn3)CC2)nc(N2CCN(C(=O)[C@H]([C@@H](C)O)n3cc(CCCCN)nn3)CC2)n1,6,7,-1,-0.2,11,-4,-6,-18,4,-1.8
CCN1CCN(C(=O)c2ccc3c(Cl)c4c(nc3c2)CCCC4)CC1,2,-6,2,-1.4,2,-3,4,17,1,-0.4
CNC(=O)c1c(NC(=O)c2cccc(C)c2)sc2c1CCC2,0,-2,-1,-2.7,4,-4,0,4,-1,-0.7
c1ccc(Cc2noc(CN3CCN(Cc4ccc5c(c4)OCO5)CC3)n2)cc1,2,-1,1,-0.2,18,-2,-6,-5,7,-3.4
Cc1cccc(N/C=C/C(=C(C#N)C#N)N(C)C)c1,-3,-7,-86,-2.0,-3,-4,-7,5,-6,0.5
CCN(C[C@H]1N[C@@](Cc2ccccc2)(C(=O)OC)[C@H]2C(=O)N(Cc3ccccc3)C(=O)[C@@H]12)C(=O)Nc1ccc(C)cc1,-1,2,3,1.3,16,-1,2,4,3,-3.4
COc1ccccc1N(CC(=O)NCc1ccco1)S(=O)(=O)c1ccc(C)cc1,-3,5,-1,7.0,-9,-4,-9,8,-6,1.1
CCC1CN(C(=O)N2CCC(C(=O)NCc3ccccc3OC)CC2)c2ccccc2O1 (stereo not drawn),0,-5,2,-0.2,7,1,2,-15,0,-1.3
COC(=O)Cc1ccc(OCc2ccc(Cl)nc2)cc1,4,-7,-2,-0.5,-8,5,-3,-10,-3,1.7
COC1=CC(=O)c2c(ccc3ncnc(N)c23)C1=O,3,-11,0,1.4,-180,-3,-2,-12,-2,41*
CC1Cc2ccccc2N1C(=O)CSc1nnc(-c2ccc(S(=O)(=O)N3CCCC3)cc2)n1C (stereo not drawn),2,0,-2,0.6,6,-3,3,-6,7,-1.1
CSCC[C@H](NC(=O)N1CCn2c1nc1ccccc12)C(=O)NCc1ccc(F)cc1,/,-8,5,0.6,/,-5,2,/,-3,/
CCCn1cc(NC(=O)c2cc3n(n2)C(C(F)(F)F)CC(c2ccccc2)N3)cn1 (stereo not drawn),6,-1,-2,0.6,6,/,-6,-12,0,-1.2
CCOC(=O)c1cnc2ccc(OCC)cc2c1NCc1ccccc1OC,8,-9,-1,-2.8,-26,-3,1,-20,-3,4.4
COc1cccc(CN2CCN(Cc3cc(OC)c(OC)cc3[N+](=O)[O-])CC2)c1,12,1,-1,-1.1,-3,-3,-2,-29,-5,0.6
Cc1ccc2cccc(Oc3ncnc4scc(-c5ccc(Cl)cc5)c34)c2n1,-11,5,-1,0.7,7,0,5,29,-1,-1.1
CCOC(=O)c1c(C)c(-c2ccccc2)n(CC(=O)N2CCCC2)c1C,-1,-7,5,1.3,4,-1,-2,-33,4,-0.7
O=C(NCc1ccccn1)C(=O)C1C(=O)Nc2ccccc21 (stereo not drawn),6,12,-2,-1.9,13,/,0,-40,0,-2.4
COc1ccc(CC(NC(C)=O)C(=O)NC2CCN(C(=O)Nc3ccc(Cl)cc3)CC2)cc1OC (stereo not drawn),6,8,-1,4.3,3,0,3,-13,-6,-0.5
Cn1cc([N+](=O)[O-])c(C(=O)Nc2ccn(C34CC5CC(CC(C5)C3)C4)n2)n1,2,-11,-1,1.1,11,-2,-7,-8,0,-2.1
Cc1ccc(NS(=O)(=O)c2ccc(C(=O)N3CC(C)OC(C)C3)cc2)cc1 (stereo not drawn),-4,-10,0,0.1,9,-2,-2,10,0,-1.7
CC1CCCN(CCC(=O)Nc2ccc3c(c2)CCC3)C1 (stereo not drawn),7,-9,0,-1.5,6,3,5,-23,5,-1.1
COc1ccccc1NC(=O)C(=O)NNC(=O)COc1ccc2ccccc2c1,-7,2,-3,0.5,-2,-2,-1,16,-2,0.4
O=C(Nc1cccnc1)c1ccc(Cl)c([N+](=O)[O-])c1,4,4,0,2.6,4,10,-2,9,0,-0.9
O=C(COC(=O)c1ccc(O)cc1)Nc1ccc(OC(F)F)cc1,0,4,1,0.1,3,/,-5,8,9,-0.7
Cc1cccc(N2CCN(C(=O)C3CCN(c4ncnc5c4nc4n5CCCCC4)CC3)CC2C)c1 (stereo not drawn),3,-5,-4,0.3,-16,0,-4,9,1,3.1
O=C(NC1(C(F)(F)F)N=C2SCCN2C1=O)c1ccco1 (stereo not drawn),4,-1,-1,0.5,14,-1,0,-8,-1,-2.5
CN(/C=C/c1c([N+](=O)[O-])c(=O)n(C)c(=O)n1C)c1ccccc1,0,0,-1,-0.4,12,86*,-3,1,-2,-2.5
Oc1ccc(/C=C/c2cnccn2)cc1,1,-7,1,0.8,14,-3,1,-4,-12,-2.8
Cc1ccc(C2CC(c3ccco3)n3nc(N)nc3N2)cc1 (stereo not drawn),-2,-7,0,1.2,10,/,3,5,6,-2.0
Oc1cccc(Nc2nc(-c3ccccc3)nc3ccccc23)c1,-1,-1,0,0.0,5,-3,0,3,6,-1.0
N#Cc1sc(C(N)=O)c(-c2ccccc2)c1-c1ccccc1,5,-1,2,0.3,8,-4,-3,10,0,-1.6
CCOC(=O)c1c(C=O)c(C)n(Cc2ccccc2)c1C,7,-6,0,0.8,-20,-3,-6,-9,-1,3.2
O=C(NC(O)C(=O)c1ccccc1)c1ccc(F)cc1 (stereo not drawn),-1,-9,1,3.0,17,-1,2,2,-2,-3.3
CN(C(=O)CSCC(=O)O)C1CCCCC1,0,-25,1,2.5,2,4,0,0,-1,-0.4
COc1ccc(NC(=O)CN(C)C(=O)c2ccc(NS(=O)(=O)c3ccc(C)c([N+](=O)[O-])c3)cc2)cc1,-2,-1,0,-0.4,5,-1,-5,12,-4,-0.9

# Marked active in V-ATPase pH, of those listed so far:
Structure	V-ATPase pH	C-LANA FP	MOR-DOR inv ag	CAL PDZ FP	Keap1-Nrf2 PPI	OPRM1-OPRD1 ag
CCc1ccc(NCCC(=O)c2ccc(Br)cc2)cc1	15*	1.8	-2	-3	2	0.4

# Two entries from above, as labelled records:
Cc1ccc(C2CC(c3ccco3)n3nc(N)nc3N2)cc1 (stereo not drawn)
  HTR5A ag: -2
  Cardiac RTF inh: -7
  V-ATPase pH: 0
  C-LANA FP: 1.2
  MOR-DOR inv ag: 10
  CAL PDZ FP: /
  Keap1-Nrf2 PPI: 3
  HTR5A inv ag: 5
  cardiac RTF act: 6
  OPRM1-OPRD1 ag: -2.0

Oc1cccc(Nc2nc(-c3ccccc3)nc3ccccc23)c1
  HTR5A ag: -1
  Cardiac RTF inh: -1
  V-ATPase pH: 0
  C-LANA FP: 0.0
  MOR-DOR inv ag: 5
  CAL PDZ FP: -3
  Keap1-Nrf2 PPI: 0
  HTR5A inv ag: 3
  cardiac RTF act: 6
  OPRM1-OPRD1 ag: -1.0

# Next structures
SMILES,HTR5A ag,Cardiac RTF inh,V-ATPase pH,C-LANA FP,MOR-DOR inv ag,CAL PDZ FP,Keap1-Nrf2 PPI,HTR5A inv ag,cardiac RTF act,OPRM1-OPRD1 ag
Cc1nnc(NC(=O)c2ccc(S(=O)(=O)N3CCCCC3)cc2)s1,1,-5,3,0.5,20,-3,0,-4,-3,-5.3
COc1ccc(C(=O)/C=C/Sc2nc3ccccc3o2)cc1,0,-1,6,-1.9,10,/,-6,11,-1,-1.9
COc1ccc(NC(=O)C2CCOC2=O)cc1 (stereo not drawn),4,3,3,-1.6,14,-3,-4,-10,-5,-2.8
COCCOn1c(SCCOC)nc2ccccc2c1=O,1,-7,-2,-0.5,4,/,-3,-24,6,-0.9
O=C(CN1CCN(c2ccccc2)CC1)NC(=O)NCc1ccccc1,4,-10,-2,1.8,19,-3,-6,-14,-3,-5.1
COc1ccc2c(c1)C(c1ccc(N3CCOCC3)cc1)=NNC(c1cccnc1)=N2,6,-12,8,-1.1,16,-5,-14,21,10,-3.4
CCN(CC)CCN(C(=O)c1ccc2c(c1)OCCO2)c1nc2c(Cl)cccc2s1,3,8,0,-1.3,-8,-2,-1,-6,-6,1.4
c1ccc(C(c2nnnn2C2CCCCC2)N2CCc3ccccc3C2)nc1 (stereo not drawn),0,3,-2,7.2,-10,-1,4,-1,1,1.5
COc1ccc(C(CNCC(O)COc2c(C)ccc(C)c2C)N(C)C)cc1 (stereo not drawn),-1,-2,-3,-0.8,-42,5,0,2,-7,8.9
CCN(c1ccccc1)S(=O)(=O)c1ccc(Cl)c(NC(=O)CNC(C)c2ccccc2)c1 (stereo not drawn),1,-7,-3,-2.1,-8,-6,-5,-3,4,1.9
S=C(Nc1ccccc1)N1CCN(c2ccccc2)CC1,-1,5,1,2.8,12,/,-2,2,-7,-2.2
CN(C)CCNC(=O)c1ccccc1-c1ccccc1,3,7,-3,-2.6,-4,0,-2,8,-5,0.8
CN(CCC#N)CC(=O)Nc1ccc(S(N)(=O)=O)cc1,0,-6,1,1.8,-1,-3,0,0,2,0.3
COc1ccc(NC(=O)C(c2ccc(C)cc2)N(C)C(=O)CC2NC(=O)NC2=O)cc1 (stereo not drawn),-2,-9,-1,-0.7,16,/,3,-11,2,-3.1
O=C1C2C(C(=O)N1CCc1ccccc1)C1C=CC2C12CC2 (stereo not drawn),-6,-26,0,0.7,-6,-3,-4,13,3,1.0
O=C(Cc1nnc(NC(=O)c2cccc([N+](=O)[O-])c2)s1)NCc1ccccc1,3,0,-3,-1.4,17,-1,0,3,-5,-3.2
Cc1nc2ccc(S(=O)(=O)NCC(=O)N(C)Cc3ccccc3)cc2s1,5,5,-1,0.3,5,/,2,-21,-1,-1.0
COc1ccccc1C(=O)n1nc(-c2cccnc2)nc1N,5,-7,-3,-2.2,17,/,0,-12,1,-3.0
O=C(NCc1ccc(Cl)cc1)C1CCN(S(=O)(=O)c2cccs2)CC1,0,4,-1,-1.4,-11,-1,-6,0,1,1.3
CN(C)C=Nc1ncc2c([nH]c3ccccc32)c1C#N,-1,-6,6,-0.3,10,/,2,2,1,-1.9
c1cncc(-c2noc(-c3ccc4ccccc4c3)n2)c1,6,-4,1,-1.2,-1,-4,-1,-25,-4,0.2
COC(=O)c1ccc(-c2noc(CN(C)CCC3CCCCO3)n2)cc1 (stereo not drawn),-3,-3,-3,-0.3,1,-1,1,-7,-1,-0.2
